CHRM1 PAM = human M1 muscarinic receptor positive allosteric modulators, primary screen, CHO-K1 cells, Fluo-8 calcium fluorescence, 1536-well; AID 588819, 2011; actives 0.088% (n = 360,000); CHO-K1 hM1, ACh EC20; 0% = ACh EC20, 100% = maximal ACh; Muscarinic acetylcholine receptor M1 (Homo sapiens), P11229; activation, % at 3 µM; in the data active = activation above about 19%, passing the limit was not always enough
Target sequence (P11229 whole entry, looked up): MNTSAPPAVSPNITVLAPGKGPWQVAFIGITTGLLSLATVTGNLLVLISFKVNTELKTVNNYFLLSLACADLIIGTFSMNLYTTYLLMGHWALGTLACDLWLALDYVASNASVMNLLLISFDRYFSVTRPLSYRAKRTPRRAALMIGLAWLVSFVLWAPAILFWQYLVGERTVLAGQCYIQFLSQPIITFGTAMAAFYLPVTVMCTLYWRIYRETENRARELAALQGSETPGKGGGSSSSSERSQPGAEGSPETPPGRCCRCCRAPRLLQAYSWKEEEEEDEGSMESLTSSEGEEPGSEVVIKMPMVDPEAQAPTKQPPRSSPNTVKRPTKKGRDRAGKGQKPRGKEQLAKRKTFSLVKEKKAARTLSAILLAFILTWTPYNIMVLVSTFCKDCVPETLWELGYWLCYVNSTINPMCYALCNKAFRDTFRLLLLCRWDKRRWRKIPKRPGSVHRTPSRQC
CHRM1 agonist = human M1 muscarinic receptor agonists, primary screen, Fluo-8 calcium fluorescence, CHO-K1 cells, HTS. CHO-K1 hM1, agonist mode; 0% DMSO, 100% acetylcholine EC100. Muscarinic acetylcholine receptor M1 (Homo sapiens), P11229. actives 0.33% (n = 360,000). activation, % at 3 µM;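 active = activation above the run's mean compound activation plus 3 SD, cut at about 16% in these data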;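 also: peak over basal fluorescence ratio within a 140 s kinetic read after compound addition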
CHRM4 antagonist = human M4 muscarinic receptor antagonists, primary screen, CHO cells, Fluo-8 calcium fluorescence. CHO-hM4 cells, ACh EC80. inhibition, % at 3 µM. actives 0.73% (n = 360,000). AID 624125, 2012;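 active = inhibition above its plate's cutoff, the mean inhibition of sample wells plus 3 SD, cut at about 27% in these data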;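 also: 0% = acetylcholine EC80 with DMSO and 100% = DMSO without agonist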
Target sequence (P08173 whole entry, looked up): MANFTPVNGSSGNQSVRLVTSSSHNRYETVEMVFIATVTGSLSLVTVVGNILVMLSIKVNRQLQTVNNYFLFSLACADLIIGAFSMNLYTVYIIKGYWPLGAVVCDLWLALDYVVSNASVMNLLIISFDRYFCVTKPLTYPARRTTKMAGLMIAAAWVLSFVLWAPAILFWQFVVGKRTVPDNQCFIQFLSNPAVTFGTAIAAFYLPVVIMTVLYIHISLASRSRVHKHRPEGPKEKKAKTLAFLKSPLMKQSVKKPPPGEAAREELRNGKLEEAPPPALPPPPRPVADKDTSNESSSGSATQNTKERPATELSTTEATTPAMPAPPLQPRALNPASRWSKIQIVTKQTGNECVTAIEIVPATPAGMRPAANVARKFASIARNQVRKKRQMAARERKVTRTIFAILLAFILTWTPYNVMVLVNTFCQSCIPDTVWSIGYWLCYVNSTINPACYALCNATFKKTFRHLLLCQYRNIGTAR
CHRM4 agonist = human M4 muscarinic receptor agonists, primary screen, CHO-K1 cells, Fluo-8 calcium fluorescence; actives 0.14% (n = 360,000); AID 624127, 2012; Muscarinic acetylcholine receptor M4 (Homo sapiens), P08173; activation, % at 3 µM; CHO-K1 hM4/Gqi5; vehicle 0%, full acetylcholine response 100%;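 active = activation above the run mean over all test wells plus 3 SD, cut at about 32% in these data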;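 also: peak over basal fluorescence ratio per well then scaled between controls; 0% = DMSO wells and 100% = acetylcholine at EC100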
CHO-K1 Ca antag = counter-screen for M1 antagonists: effect in parental CHO-K1 cells; ATP-induced calcium, Fluo-8 fluorescence; inhibition, % at 3 µM; actives 0.6% (n = 360,000);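 active = inhibition above a per-plate cutoff, the plate's mean sample inhibition plus 3 SD, cut at about 24% in these data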;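 also: 0% = DMSO plus EC80 ATP and 100% = DMSO alone without ATP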
CHRM1 antagonist = human M1 muscarinic receptor antagonists, primary screen, CHO-K1 cells, Fluo-8 calcium fluorescence, 1536-well; inhibition, % at 3 µM; CHO-K1 hM1, ACh EC80 antagonist; Muscarinic acetylcholine receptor M1 (Homo sapiens), P11229; actives 1.3% (n = 360,000);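 active = percent inhibition above its own plate's cutoff, namely the mean of that plate's compound wells plus 3 SD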;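 also: peak over basal fluorescence ratio during 140 s after agonist addition; 0% = ACh EC80 plus DMSO and 100% = DMSO alone without agonist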
CHO parental Ca = ATP-evoked calcium signal inhibitors, parental CHO, primary screen, counter-screen for OX1R antagonist project, cell-based, fluorescence, Fluo-8 calcium dye; parental CHO-K1, ATP-induced calcium, Fluo-8 fluorescence; inhibition, % at 5.6 µM; actives 0.63% (n = 330,000); AID 463079, 2010;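 active = inhibition above that plate's mean sample inhibition plus 3 SD, cut at about 26% in these data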;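 also: 0% = ATP-challenged DMSO wells and 100% = DMSO wells without ATP; some compounds past the cut are filed as inactive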
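Material: parental CHO cells / Compound: single nominal dose of 5.6 µM per compound / Signal: Fluo-8 fluorescence / Replicates: singlicate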
CHO-K1 Ca ag = counter-screen for M1 agonists: effect in parental CHO-K1 cells | activation, % at 3 µM | actives 0.48% (n = 360,000) | Fluo-8 calcium fluorescence; scaled to maximal ATP response, vehicle zero; in the data active = activation above about 15%;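 also: untransfected CHO-K1 host cells lacking M1 receptor as counterscreen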
OXTR potentiator = human OXTR potentiators, primary screen, fluorescence, CHO-OTR cells, Fluo-8 calcium. Oxytocin receptor (Homo sapiens), P30559. Fluo-8 calcium fluorescence, potentiator mode; 0% = oxytocin EC15, 100% = EC100. activation, % at 3 µM. actives 0.061% (n = 320,000). AID 2445, 2010;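 active = activation above that plate's cutoff, the mean activation of tested compounds plus 3 SD, cut at about 6.6% in these data, passing the limit was not always enough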;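 also: 100% uses oxytocin at 75 nM as the full agonist control; some results filed as inactive read as strong as hits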
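Replication – single well per compound, singlicate · Assay system – CHO cell line stably expressing human OTR · Timing – 6 min pre-incubation, 100 s read · Measure – normalized max/min fluorescence ratio, % activation · Doses – 3.0 µM, one dose · Detection – Fluo-8 calcium dye fluorescence · Probe or stimulus – oxytocin near EC15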
Numbers without * were called inactive; nt = not tested or not shown.

SMILES	CHRM1 PAM	CHRM1 agonist	CHRM4 antagonist	CHRM4 agonist	CHO-K1 Ca antag	CHRM1 antagonist	CHO parental Ca	CHO-K1 Ca ag	OXTR potentiator
CC(C)C(=O)Nc1ccc2c(c1)nc(CCN1CCN(c3ccccc3)CC1)n2C	-19	-8	19	1	11	45*	-17	0.3	-8
COc1cc(C(=O)OCC(=O)c2c[nH]c3ccccc23)ccc1OCC(=O)N1CCOCC1	3	-2	10	5	7	0	-2	1.2	0
Cc1ccc(N(CC(=O)N2CCCCCC2)S(=O)(=O)c2ccccc2)cc1	4	-7	-4	-1	-15	-4	-12	0.2	-9
CCOC(=O)c1cccnc1SCC(=O)Nc1ccc(C)cc1	5	-5	1	1	-18	-8	19	0.5	-3
Cc1ccccc1C(=O)NC(=S)Nc1ccccc1N1CCCC1	-4	-3	-1	-1	-3	-1	-34	0.1	-8
Cc1ccc(S(=O)(=O)N(c2cccc(C)c2)C2CCS(=O)(=O)C2)cc1 (stereo unspecified)	9	-6	3	0	-12	-10	-12	0.9	-12
CCOC(=O)N1CCN(C(=O)c2ccc3c(=O)n(CCc4ccc(OC)c(OC)c4)c(=O)[nH]c3c2)CC1	-23	-4	-9	2	-1	62*	-22	0.7	-6
O=C1c2ccccc2CN1CCNC(=S)NC1CCCCC1	3	-7	-5	1	-8	-4	-6	0.5	1
Cc1cccc(N2CC(O)=C(c3nc4ccccc4n3C)C2=N)c1	8	-3	2	1	18	-4	2	0.9	3
O=C(CSc1nnc(CNC(=O)c2c(F)cccc2Cl)o1)NCc1ccccc1	7	-3	-5	1	-7	-10	-9	0.5	-2
O=C(NNC(=O)c1ccc[nH]1)c1cccc(C(F)(F)F)c1	12	1	-2	1	-6	-11	-7	0.6	-7
CN(C(=O)c1ccc(NC(=O)Cc2ccc(NC(=O)C3CCCN(C(=O)CCc4ccccc4)C3)cc2)cc1)C1CCCC1 (stereo unspecified)	4	-5	11	0	5	-3	nt	3.7	nt
O=C(Nc1ccc(Br)cn1)c1cccc2ccccc12	-2	-3	8	17	-3	9	-27	5.4	0
COc1ccccc1Cc1c(-c2ccc(F)cc2)nc2ccc(Br)cn12	7	3	10	0	-8	-29	nt	0.0	nt
O=[N+]([O-])c1ccc(/C=N/N2CCCCC2)cc1	1	13	-6	1	8	8	0	2.4	-13
O=S(=O)(Nc1ccc(S(=O)(=O)N2CCCC2)cc1)c1ccccc1Br	5	-3	2	1	-5	-7	-5	0.7	-3
Cn1c(=O)oc2cc(S(=O)(=O)N3CCCC(C(=O)Nc4nccs4)C3)ccc21 (stereo unspecified)	-3	-3	1	0	8	4	-1	1.6	-8
CC(C)(C)S(=O)(=O)c1cnc(N2CCCCC2)nc1N	-5	-3	5	0	-12	8	-1	1.4	-12
O=C(/C=C/[C@H]1O[C@@H](n2ccc(=O)[nH]c2=O)[C@H](O)[C@@H]1O)NCc1cccnc1	3	-1	0	1	-10	-21	nt	0.6	nt
COc1cc(OC)c(NC(=S)Nc2cc(Cl)cc(Cl)c2)cc1Cl	-12	-5	10	3	12	16	-9	4.8	-8
Cc1ccc(/C=C2/SC(=S)N(CCC(=O)NCCCN3CCOCC3)C2=O)cc1	0	-3	-1	8	-7	-2	-18	4.9	-10
C=CCNC(=S)N1CCC(C(=O)c2ccc3c(c2)OCCO3)CC1	6	-3	0	4	-12	-9	-7	3.5	-6
O=C(/C=C/c1ccc(-c2ccccc2)cc1)NCc1cccnc1	2	-4	4	5	-2	-2	-18	2.2	-9
Cc1ccc(-n2nc3c(N4CCC(C(=O)NCCc5ccccc5C)CC4)nnc(C)c3c2C)cc1	-12	-6	12	-1	-1	16	-7	-1.4	-17
O=C(COC(=O)c1cccc(S(=O)(=O)N2CCCC2)c1)Nc1ccccc1C(F)(F)F	7	-1	-2	4	4	-5	nt	0.4	nt
Cc1ccc2c(c1)sc1nncn12	4	-1	-1	0	-7	-13	nt	0.1	nt
O=C(C1CCC(=O)N1Cc1cccs1)N1CCOCC1 (stereo unspecified)	0	-3	-12	1	-8	10	-9	0.3	-15
O=C1C2C3CCC(C3)C2C(=O)N1c1ccc(OS(=O)(=O)c2ccccc2)cc1 (stereo unspecified)	10	0	-5	6	5	3	6	3.5	-30
C[C@H](c1ccccc1)N1C[C@@H](COCc2ccccc2)Oc2cc(N3CCC[C@@H]3CO)ccc2S1(=O)=O	nt	nt	-11	5	-7	nt	nt	3.4	nt
CCOC(=O)C1CCN(C(=O)c2cc3ccccc3oc2=O)CC1	8	-1	6	0	-8	-7	1	0.4	-6
CC(C)(C)C(=O)CSc1nc2c(c(-c3cccs3)c1C#N)CCC2	0	-8	-7	0	-5	-4	-16	-0.1	-2
Nc1nnc(-c2ccc(Cl)cc2)o1	10	-5	2	0	-12	-16	-5	-0.1	5
COc1ccc(/C=[N+](\[O-])C2N(c3ccccc3)C(=S)SC2(C)C)cc1OC (stereo unspecified)	7	-3	12	8	-9	-4	-8	2.5	-11
O=C(Cc1ccc(F)cc1)N(c1ccccc1)C1C=CS(=O)(=O)C1 (stereo unspecified)	4	-2	-3	2	-16	-6	-15	0.8	-4
COc1ccc(NC(=O)C2CC3CCC2C3)c(OC)c1 (stereo unspecified)	21	0	7	0	14	-20	-14	-0.4	-2
COc1ccc(S(=O)(=O)N2CCOCC2)cc1NC(=O)Cc1sc(C)nc1-c1ccc(F)cc1	9	-3	-5	1	-2	-6	-7	0.3	4
COCc1cccc(-c2csc(C(NC(C)=O)c3cccc(F)c3)n2)c1 (stereo unspecified)	3	-3	-13	1	-1	-10	nt	0.1	nt
O=C(N/N=C/c1ccccn1)c1cccs1	10	-7	5	0	-3	-5	-9	-0.3	2
CC(=O)Nc1ccc(-c2ccnc3c2CC(C(=O)Nc2cccc(Oc4ccccc4)c2)O3)cc1 (stereo unspecified)	1	-1	-7	6	2	7	nt	1.1	nt
O=C(O)Cc1c[nH]c2ccccc12	9	-1	-11	1	0	-18	-9	0.6	-3
CCOc1ccc(OCc2ccc(C(=O)Nc3cccnc3)o2)cc1	5	-1	-8	12	7	-24	-8	2.7	-11
Cc1c(C(=O)N2CCCCC2)c(S(=O)(=O)N2c3ccccc3CC2C)c(C)n1C (stereo unspecified)	3	-4	-7	0	-1	-2	-19	-1.0	-6
CCOC(=O)C1=CCN(S(=O)(=O)c2ccc(C)cc2)C1c1ccc(CC)cc1 (stereo unspecified)	8	6	-26	-2	8	-4	nt	-0.3	nt
NCCNc1cc(N2CCCC2)ccc1[N+](=O)[O-]	5	-11	2	1	-10	-3	-8	0.7	-3
O=C(NCCCCc1ccccc1)C1CC(c2ccc(C(F)(F)F)cc2)=NO1 (stereo unspecified)	-5	-1	-3	4	-12	13	3	3.3	-13
Cc1ccc(C)c(N(C(=O)CCC(=O)Nc2cc(C)on2)C(C(=O)NC2CCCC2)c2ccco2)c1 (stereo unspecified)	-2	-3	0	1	-12	2	-29	-0.1	5
CCOC(=O)N1CCC(NS(=O)(=O)c2ccccc2)CC1	1	0	-24	7	-1	-3	-14	1.3	-4
Cc1c(Cc2ccccc2)c(=O)oc2c(C)c(OCC(=O)NCC3CCC(C(=O)O)CC3)ccc12 (stereo unspecified)	6	-6	-13	1	3	-6	5	0.3	3
CN(c1ccccc1)S(=O)(=O)c1ccc(Cl)c(C(=O)Nc2ccncc2)c1	-10	0	2	15	-15	20	-1	16*	-11
Cc1cc(/C=C2\SC(=S)N(Cc3ccco3)C2=O)c(C)n1-c1cccnc1	6	1	6	4	-2	7	nt	2.1	nt
Cn1c2ccccc2c2cc(/C=N/NC(=O)c3ccc(O)cc3O)ccc21	3	-4	10	2	-7	2	2	1.2	-6
COC(=O)CSc1nsc(SCC(=O)OC)n1	8	-2	16	0	18	-8	-6	-0.2	-3
Cc1ccc(NC(=O)CSCC#N)cc1Cl	6	-2	1	2	-4	-3	2	0.1	0
CCOc1ccc(-n2c(=O)cc(N3CCN(c4ccccc4)CC3)[nH]c2=O)cc1	-5	-4	-2	-1	-12	8	-10	-0.6	5
CCOc1ncccc1C(=O)Nc1ncc(C)s1	7	-5	0	0	-16	-9	-6	0.4	-1
Cn1c(CCNC(=O)c2ccc(F)cc2)nc2ccccc21	3	-4	6	1	-6	-1	-8	0.5	-1
Cc1cccc(C)c1OCc1cc(C(=O)N2CCC(c3ccccc3)CC2)no1	-8	-5	-4	0	-12	7	-6	0.3	-16
O=c1[nH]n(-c2ncnc3c2cnn3-c2ccccc2)c(=O)c2ccccc12	2	-2	8	1	4	1	-14	0.7	2
COC(=O)[C@H](CCSC)NC(=O)Nc1cc(OC)cc(OC)c1	19	2	-4	-3	-12	-14	-1	0.6	-1
CCOC(=O)c1cccc(-n2c(C)nc3ccccc3c2=O)c1	1	-6	-3	1	-1	3	-4	0.5	-6
Next section.
SMILES	CHRM1 PAM	CHRM1 agonist	CHRM4 antagonist	CHRM4 agonist	CHO-K1 Ca antag	CHRM1 antagonist	CHO parental Ca	CHO-K1 Ca ag	OXTR potentiator
CCN1CCN(S(=O)(=O)c2ccc3c(c2)NC(=O)CS3)CC1	9	-5	-12	2	-8	-12	-14	0.0	-3
c1ccc(-c2csc(N3CCOCC3)n2)cc1	4	-3	-7	2	-4	-2	1	1.3	6
COc1ccc(-n2c(COc3ccc(C)cc3)nnc2SCC(N)=O)cc1	-1	-1	1	2	3	-10	-15	0.5	-7
O=C(COC(=O)c1ccc2ncsc2c1)Nc1cc([N+](=O)[O-])ccc1Cl	4	-2	4	3	-9	-9	10	1.0	2
CCN1CCCC1CNS(=O)(=O)c1ccc(C(=O)Nc2ccccc2)cc1 (stereo unspecified)	-10	-5	-4	1	-8	14	-21	0.0	1
O=C(O)CSc1nnc(COc2cccc3ccccc23)n1Cc1ccccc1	9	-6	2	0	-3	-1	-4	-0.1	0
NCCCCCC(=O)N/N=C/c1coc2ccccc2c1=O	1	-4	4	0	-15	-7	-10	0.7	2
CC(C)(CO)NC(=O)CCCOc1ccc(Cl)cc1Cl	4	-4	13	3	-16	-9	-4	4.5	-7

Look-ups from the list.
CHRM4 agonist, CCN1CCN(S(=O)(=O)c2ccc3c(c2)NC(=O)CS3)CC1 is entered as 2
CHRM1 PAM, c1ccc(-c2csc(N3CCOCC3)n2)cc1 is entered as 4
CHRM1 PAM, O=C(COC(=O)c1ccc2ncsc2c1)Nc1cc([N+](=O)[O-])ccc1Cl is entered as 4

Not a retest: 2 of the compounds above.
SMILES	CHRM1 PAM	CHRM1 agonist	CHRM4 antagonist	CHRM4 agonist	CHO-K1 Ca antag	CHRM1 antagonist	CHO parental Ca	CHO-K1 Ca ag	OXTR potentiator
NCCCCCC(=O)N/N=C/c1coc2ccccc2c1=O	1	-4	4	0	-15	-7	-10	0.7	2
CC(C)(CO)NC(=O)CCCOc1ccc(Cl)cc1Cl	4	-4	13	3	-16	-9	-4	4.5	-7

Screens deposited in PubChem BioAssay by The Scripps Research Institute Molecular Screening Center.
